LDHA inh = inhibitors of human lactate dehydrogenase A; activity change, % (values are at about 110 or 230 µM); AID 1347041; actives 0.15% (n = 480,000); purified LDHA, NADH/diaphorase-resazurin fluorescence; hits give low values; P00338; in the data active means activity change below about -30%; inconclusive means mostly about -25% to -30%;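 further: plate controls were DMSO wells for no effect and wells without enzyme for full effect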
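Human LDH5 (2 nM) was incubated with 0.06 mM NADH and 0.2 mM pyruvate for 5 min at room temperature in Tris pH 7.4. Remaining NADH was coupled through diaphorase/resazurin, and resorufin fluorescence was read at 0 and 20 min.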
GRP78 ERSR act = induces the endoplasmic reticulum stress response in human glioma cells; U87-MG GRP78 promoter luciferase reporter, 16 h; Potency, µM, for the others: at the highest dose activation, most hits filed as activators; actives 0.02% (n = 420,000); AID 602332; further: potency means the concentration at half of the fitted maximal effect; series mostly up to about 76 µM; % of control where 0% means no effect; nearly all actives have a fitted effect of over 35% in size
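Stably transfected U87-MG glioma cells carrying a GRP78-based luciferase sensor; 16 h compound incubation. Luminescence end-point read 10 min after Bright-Glo addition at room temperature.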
Vif-A3G inh = inhibitors of Vif-APOBEC3G interaction; Q9HC16; HeLa A3G-eYFP + Vif (tagged APOBEC3G with the HIV-1 protein that degrades it), YFP fluorescence, overnight; Potency, µM (highest dose often 46.1 µM), for inactives: top-dose activity, negative = active, actives largely listed as inhibitors; actives 0.076% (n = 410,000); AID 602310;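 further: potency means the concentration at half of the fitted maximal effect; on the % scale 0 is the no-effect control and ±100 the full control effect; nearly all actives have a fitted effect of over 60% in size; hits raise eYFP signal because A3G escapes Vif-driven loss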
Target sequence (Q9HC16 whole entry, looked up): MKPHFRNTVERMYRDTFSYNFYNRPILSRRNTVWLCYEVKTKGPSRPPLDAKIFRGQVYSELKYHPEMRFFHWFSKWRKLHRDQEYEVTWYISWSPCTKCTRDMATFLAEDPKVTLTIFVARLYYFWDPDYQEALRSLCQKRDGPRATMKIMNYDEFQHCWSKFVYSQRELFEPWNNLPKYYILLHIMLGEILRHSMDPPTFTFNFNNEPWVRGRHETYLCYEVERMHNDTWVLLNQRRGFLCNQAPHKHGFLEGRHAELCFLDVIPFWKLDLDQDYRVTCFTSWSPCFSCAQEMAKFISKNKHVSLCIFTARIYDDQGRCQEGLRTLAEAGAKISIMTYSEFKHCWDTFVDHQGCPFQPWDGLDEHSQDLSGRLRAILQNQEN
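Read-out is eYFP fluorescence (Ex 488/Em 500-530) from Vif-expressing HeLa A3G-eYFP cells; more signal means A3G escaped Vif-mediated degradation. Cells plated overnight, compound pinned in, incubated overnight at 37 deg C.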
The depositor's hits bear a star; ? = inconclusive; & = joins results of further samples. Unless noted, the call rests on the fitted dose curve; in most records, active means well fitted curve in the direction sought with a large enough effect; inconclusive means small, poorly fitted or top-dose-only effect, or another doubt; inactive means no such curve, though single readings can be large; an effect the other way counts as inactive or inconclusive. Some of the compounds tested; rates above refer to the full screens.

SMILES | LDHA inh | GRP78 ERSR act | Vif-A3G inh
Cc1cc(C)cc(C(O)c2ncc(-c3ccccc3C(F)(F)F)[nH]2)c1 (stereo not drawn) | -14 | -5% | -8%
COc1ccc(-c2nc3c4ccccc4ccn3c2Cc2cccc(Cl)c2)cc1OC | 0 | -1% | -10%
Cc1ccccc1C1N=C2Oc3ccccc3C=C2C(=O)N1 (stereo not drawn) | -1 | -1% | ?
Cc1ccc(Cl)cc1-c1cc(C(=O)NCc2ccc(C(F)(F)F)cc2)[nH]n1 | -7 | 8% | 4%
O=[N+]([O-])c1ccc(/C=C2\C=C(C(O)c3ccc([N+](=O)[O-])cc3)c3ccccc32)cc1 (stereo not drawn) | -8 | -4% | 0%
CC1(Cc2ccc(Cl)cc2)C(=O)Nc2c(Cl)cccc21 (stereo not drawn) | -2 | 0% | -1%
CCCC(=O)N1CCC1(C)C(=O)NS(=O)(=O)c1cccc(C)c1 (stereo not drawn) | -4 | -2% | -1%
Cc1ccc(S(=O)(=O)NC(=O)C2(C)CCN2C(=O)C2CCCCC2)cc1 (stereo not drawn) | -8 | -2% | -2%
CC1(Oc2ccc(CC#N)cc2)CCN(Cc2ccccc2OC(F)F)C1 (stereo not drawn) | -2 | -1% | -3%
CC(C)NC(=O)c1cc(C2CCCCN2C(=O)CCCc2ccccc2)on1 (stereo not drawn) | -4 | -5% | -3%
Brc1ccc(/C=C2\C=Cc3ccccc32)cc1 | 1 | 11% | -9%
CCCC(=O)N1CCCC1(C)C(=O)Nc1ccc2nc(C)ccc2c1 (stereo not drawn) | -1 | 0% | -5%
O=C(c1cccs1)N(Cc1ccco1)c1ccc(O)cc1 | -4 | -1% | -1%
CCN(CC)C(=O)c1cccc(-c2csc(C(NC(C)=O)c3cccc(OC)c3)n2)c1 (stereo not drawn) | -10 | -5% | -2%
CC1(C(=O)Nc2ccc3[nH]ncc3c2)CCN1C(=O)C/C=C/c1ccccc1 (stereo not drawn) | -3 | -3% | -4%
CC1(C(=O)NS(=O)(=O)c2cccc(Cl)c2)CCN1C(=O)Cc1ccsc1 (stereo not drawn) | -3 | -1% | 0%
CCCNC(=O)C1(C)CCCN(Cc2cccc3ccccc23)C1 (stereo not drawn) | -4 | 1% | -3%
Fc1cccc(Cc2c(-c3cccc(Cl)c3)nc3c4ccccc4ccn23)c1 | -6 | 4% | -7%
Cc1ccc(Cc2c(C3CCCCC3)nc3ccc(C)cn23)cc1 | 0 | -3% | ?
CCOC(=O)C1CCCN(C(=O)COc2ccc(C(C)(C)C)cc2)CC1 (stereo not drawn) | 3 | -5% | -3%
CC1(C(=O)NS(=O)(=O)c2ccc(F)cc2F)CCN1C(=O)Cc1cc(F)ccc1F (stereo not drawn) | -7 | -3% | 0%
COc1ccccc1Cc1c(-c2ccc(OC)c(OC)c2)nc2ccc(Br)cn12 | -2 | -3% | -12%
CC(C)CNc1ncnc2c1ncn2[C@H]1CN(Cc2cccs2)C[C@@H](CO)O1 | -5 | -3% | -2%
O=C(Nc1ccc(OC(F)F)cc1)c1nc(S(=O)(=O)Cc2ccccc2F)ncc1Cl | 10&2 | -11% | -8%
COc1ccc(Br)c(Cn2c(C)c(C(=O)NCc3ccc(F)cc3)sc2=O)c1 | 0 | 0% | -1%
CN1CCN([C@H]2CS(=O)(=O)N[C@@H]2COCc2ccccc2)CC1 | -2 | -5% | 1%
CC(=O)c1ccc(Nc2nc(C(N)Cc3ccc(N)cc3)cs2)cc1 (stereo not drawn) | -3 | -3% | -3%
CC(=O)c1ccc(Nc2nc(C(N)CCc3ccccc3)cs2)cc1 (stereo not drawn) | -4 | -4% | -1%
NC(Cc1ccc(F)cc1)c1csc(Nc2ccc(C(=O)c3ccccc3)cc2)n1 (stereo not drawn) | -10 | -12% | 0%
NC(Cc1ccc(Cl)cc1)c1csc(Nc2ccc(S(N)(=O)=O)cc2)n1 (stereo not drawn) | -2 | -6% | 1%
COc1ccc(CCN2C(=O)CCC3=C2CCC3=O)cc1OC | 0 | -2% | -4%
COc1ccc(S(=O)(=O)N2CCN(c3nc(-c4ccccc4)nc4ccccc34)CC2)cc1 | -16 | -4% | 2%
Fc1cccc(Cc2c(-c3cccc(Br)c3)nc3c(Cl)cc(C(F)(F)F)cn23)c1 | -8 | -2% | 0%
COc1ccc2c(c1)C/C(=C\c1ccc(N(C)C)cc1)C2=O | 0 | 1% | ?
COc1cccc(CN2CCC(C(=O)NC(c3ccc4c(c3)OCO4)c3ccccn3)CC2)c1 (stereo not drawn) | -2 | -2% | 1%
Nc1ccc(-c2cc(NC=O)c3ncc(-c4cccc(C(F)(F)F)c4)n3c2)cn1 | 4 | 2% | -22%
CCc1nc2ccc(C(=O)Nc3ccc(Cl)c(Cl)c3)cn2c1N(C)Cc1ccc(OC)cc1 | -6 | 12% | -28%
CN1OC[C@@H]2CN(S(=O)(=O)c3ccccc3)[C@H](c3ccccc3Br)C[C@@H]21 | 0 | -5% | -2%
CCOc1cccc(C2C=C(c3ccc4c(c3)OCO4)NC(c3ccc(F)cc3)N2)c1O (stereo not drawn) | 3 | ? | -12%
CN(C)c1ccc(-c2ccnc3c2CC(C)(C(=O)Nc2cccc(OC(F)(F)F)c2)O3)cc1 (stereo not drawn) | -6 | -1% | -11%

Laid out differently: results already given
molecule	LDHA inh	GRP78 ERSR act	Vif-A3G inh
Fc1cccc(Cc2c(-c3cccc(Br)c3)nc3c(Cl)cc(C(F)(F)F)cn23)c1	-8	-2%	0%
COc1ccc2c(c1)C/C(=C\c1ccc(N(C)C)cc1)C2=O	0	1%	?
COc1cccc(CN2CCC(C(=O)NC(c3ccc4c(c3)OCO4)c3ccccn3)CC2)c1 (stereo not drawn)	-2	-2%	1%
Nc1ccc(-c2cc(NC=O)c3ncc(-c4cccc(C(F)(F)F)c4)n3c2)cn1	4	2%	-22%
CCc1nc2ccc(C(=O)Nc3ccc(Cl)c(Cl)c3)cn2c1N(C)Cc1ccc(OC)cc1	-6	12%	-28%

(cont.)
SMILES | LDHA inh | GRP78 ERSR act | Vif-A3G inh
COc1cccc(CNc2nc3cc(-c4cscc4C)sc3c(=O)n2C)c1 | -6 | -4% | 0%
CCOC1=C2CN(S(=O)(=O)c3ccc(C)cc3)[C@H](c3ccccc3)C[C@@H]2N(S(=O)(=O)c2ccc(C)cc2)[C@H](c2cccc(C)c2)C1 | -2 | -4% | 1%
CCCNC(=O)C1(C)CCN(Cc2cc(C)n(C)n2)C1 (stereo not drawn) | -8 | -1% | -3%
Cc1ccc(C)c(C(O)c2ncc(-c3ccccc3F)[nH]2)c1 (stereo not drawn) | -5 | 0% | -9%
CC(=O)Nc1cccc(-c2cc3c(c4c2ccn4C)C2CCC3O2)c1 (stereo not drawn) | -3 | -2% | -1%
c1ccc(COc2ccc(-c3cc4nc(NCCCn5ccnc5)ccn4n3)cc2)cc1 | 4 | -4% | ?
O=C(/C=C/[C@H]1O[C@@H](n2cnc3c(NC(=O)c4ccccc4)ncnc32)[C@H](O)[C@@H]1O)NCCCc1ccccc1 | -2 | -5% | -1%
CN(C)c1ccc(/C=C/c2ccc3cc(F)ccc3n2)cc1 | 6 | -6% | ?
Nc1ccn([C@@H]2O[C@H](C(=O)N[C@H]3c4ccccc4C[C@H]3O)[C@@H](O)[C@H]2O)c(=O)n1 | -6 | -4% | 2%
CCCS(=O)(=O)NC(=O)C1(C)CCN1C(=O)Cc1ccc(Cl)cc1Cl (stereo not drawn) | -6 | -1% | -2%
CC(C)(C)c1ccc(S(=O)(=O)N2CCN(c3nc(-c4ccccc4)nc4ccccc34)CC2)cc1 | 0 | -2% | 5%
CCCNC(=O)C1(C)CCCN(C(=O)c2c(F)ccc(C)c2F)C1 (stereo not drawn) | -22 | 15% | -1%
CC1(Cc2ccc(F)cc2)C(=O)Nc2c(Cl)cccc21 (stereo not drawn) | -3 | 0% | -5%
O=C(NCc1ccc2c(c1)OCO2)c1[nH]c(C(F)(F)F)nc1-c1ccccc1 | -2 | -4% | 2%
O=[N+]([O-])c1ccc(Nc2nc(NCCN3CCOCC3)nc(Nc3ccc(Cl)cc3)n2)cc1 | 0 | -5% | 1%
COc1cccc(CNc2nc(NCc3cccs3)nc3ccsc23)c1 | -5 | 0% | -16%
Cc1cccc(C(O)c2ncc(-c3ccccc3F)[nH]2)c1C (stereo not drawn) | -3 | 0% | 0%
O=C(Nc1ccc2c(c1)OCCO2)C(CCc1ccccc1)N1CCN(C/C=C/c2ccccc2)CC1 (stereo not drawn) | 1 | -4% | -12%
CC(C)N(C)c1ncnc2c1ncn2[C@H]1CN(CCN2CCOCC2)C[C@@H](CO)O1 | -4 | -4% | -4%
Cc1ccc(N2CCN(C(=O)c3[nH]c(C(F)(F)F)nc3-c3ccccc3)CC2)cc1 | -1 | -2% | ?
CCCc1nc2c(C)cc(Br)cn2c1Cc1cccc(F)c1 | 3 | -1% | -12%
CN(C)c1ccc(/C=C/c2c3ccccc3cc[n+]2[O-])cc1 | 0 | 3% | -2%
NC(=O)c1cccc(-c2ccnc3c2CC(C(=O)Nc2cccc(Oc4ccccc4)c2)O3)c1 (stereo not drawn) | -4 | -2% | -9%
Cc1c(C(=O)NCc2ccc(Cl)c(Cl)c2)sc(=O)n1Cc1ccc(S(C)(=O)=O)cc1 | -5 | -1% | -4%
Nc1ncnc2c1ccn2[C@H]1CN(Cc2ccc3c(c2)OCO3)C[C@@H](CO)O1 | -4 | -3% | 1%
CCOC(=O)C1(C)CCCN(C(=O)c2snnc2C)C1 (stereo not drawn) | -5 | -2% | -1%
O=C(CNC(=O)C(c1ccccc1)c1ccccc1)OCC(=O)c1cccc2ccccc12 | 0 | 0% | 1%
Cc1nc2ccc(C(=O)NC(C)(C)C)cn2c1N(C)C(=O)CCc1ccccc1 | -8 | -3% | -1%
COc1ccc(-c2nc3c(Cl)cc(C(F)(F)F)cn3c2Cc2ccc(C)cc2)cc1OC | 3 | -4% | -4%
CCCCNC(=O)c1nc(-c2ccncc2)oc1-c1ccccc1 | -2 | -1% | -7%
COc1ccc(S(=O)(=O)NC(=O)C2(C)CCN2C(=O)Cc2cccc3ccccc23)cc1 (stereo not drawn) | -1 | -3% | -4%
CSc1ccc(CN2CCC(C)(Oc3cccc(Cl)c3)C2)cc1 (stereo not drawn) | -4 | -3% | -6%
COc1ccc(-c2cnc(C(O)c3ccccc3)[nH]2)cc1 (stereo not drawn) | -6 | 1% | 0%
Cc1cccc(S(=O)(=O)NC(=O)C2(C)CCN2C(=O)c2cccc(F)c2)c1 (stereo not drawn) | -12 | -2% | -1%
CC1=C(C(=O)N(C(C)C)C(C)C)CC(CC(=O)NC2CCCCC2)C(=O)N1Cc1ccc(C(C)(C)C)cc1 (stereo not drawn) | -4 | ? | -10%
CCCNC(=O)C1(C)CCN(Cc2cccc(OC(=O)c3ccccc3)c2)C1 (stereo not drawn) | -5 | -2% | 2%
CC(C)c1ccc(Nc2nc(Nc3ccc(Cl)cc3)nc(N3CCOCC3)n2)cc1 | 0 | -3% | 0%
CNc1cc(-c2cccc(N(C)C)c2)ncn1 | 5 | -8% | 1%
CCN1C(=O)[C@@H]2[C@@H]3CN(S(=O)(=O)c4ccc(C)cc4)[C@@H](c4ccccc4Cl)[C@@H]3C(=O)C[C@@H]2C1=O | -3 | -5% | 1%
COC(=O)c1cc(Cl)ccc1NCC(N)c1ccccc1 (stereo not drawn) | -2 | -4% | -11%

Profiles, looked up by structure. Order of values: LDHA inh | GRP78 ERSR act | Vif-A3G inh
CC(C)c1ccc(Nc2nc(Nc3ccc(Cl)cc3)nc(N3CCOCC3)n2)cc1 is entered as 0 | -3% | 0%
COC(=O)c1cc(Cl)ccc1NCC(N)c1ccccc1 (stereo not drawn) is entered as -2 | -4% | -11%

(next part)
SMILES | LDHA inh | GRP78 ERSR act | Vif-A3G inh
OC[C@@H]1CN(Cc2ccco2)C[C@H](n2cnc3c(N4CCOCC4)ncnc32)O1 | -13 | -5% | -3%
CCOC(=O)N(C)c1c(CC)nc2c(OCc3cccc(Cl)c3)cccn12 | -3 | 1% | -2%
O=C(Nc1ccccc1)OCCc1ccccc1 | 0 | 2% | -1%
COc1cc(OC)nc(Nc2nc(C(N)Cc3ccc(C(F)(F)F)cc3)cs2)n1 (stereo not drawn) | -5 | -11% | 7%
CCOC(=O)C1=CCN(S(=O)(=O)c2ccccc2F)C1c1cccc(C)c1 (stereo not drawn) | -6 | -4% | -8%
Cc1ccc(NC(=O)C2(C)CCN2C2Cc3ccccc3C2)cc1 (stereo not drawn) | 3 | 0% | -8%
COc1ccc(NC(=O)c2cc(-c3ccc(F)cc3OC)n[nH]2)c(C)c1 | -8 | -2% | -2%

Compound activity deposited in PubChem BioAssay by National Center for Advancing Translational Sciences (NCATS).
